Screening data from PubChem BioAssay.
GPR55 beta-arrestin: selective activators of receptor GPR55 – imaging, U2OS cells, beta-arrestin-GFP redistribution, primary screen (AID 1961); U2OS GPR55 beta-arrestin-GFP redistribution imaging; higher % means a stronger effect; one-dose activation, % at 10 µM; EC50 in µM for titrated hits; hit rate 0.048% among 290,000;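 active means activation above 40% with more than 50 cells counted in the well; inconclusive means wells holding fewer than 50 cells, flagged as toxic or sparse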;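 further: U2OS osteosarcoma cells stably expressing GPR55 and beta-arrestin-GFP; plate controls were DMSO negative control for no effect and LPI positive control for full effect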
NOD1 NF-kB reporter: inhibition of NOD1-driven NF-kB reporter – cell-based, luminescence, uHTS, primary screen (AID 1578). NOD1-driven NF-kB luciferase reporter cells, luminescence; higher % means a stronger effect. inhibition, % at 4 µM; hits with a dose series show EC50 in µM. hit rate 1% among 290,000; in the data active means inhibition mostly above about 36%, no sharp cut-off; inactive means mostly below about 34%;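 further: HEK-293T reporter cells stimulated with the NOD1 agonist gamma-tri-DAP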
Myeloid diff MLP: compounds promoting myeloid differentiation; ER-HoxA9 myeloid progenitors, lysozyme-GFP differentiation, flow cytometry; calls only at 10 µM; hit rate 1% among 360,000;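 active means normalized GFP-positive differentiation at or above the plate's own cutoff, the solvent-only control mean plus 3 SD; inconclusive means no clear call, values can overlap the other calls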;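 further: cells exposed to compound for four days before flow analysis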
GPR55 antagonists: GPR55 antagonists blocking LPI-driven arrestin recruitment, primary screen, imaging, U2OS, beta-arrestin-GFP, LPI agonist (AID 2013) | U2OS GPR55 beta-arrestin-GFP translocation imaging, LPI antagonism; higher % means a stronger effect | hit rate 0.13% among 290,000 | one-dose inhibition, % at 10 µM; IC50 in µM for titrated hits;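 active means spots per cell inhibited over 60%, with over 100 cells counted and total cytoplasm intensity under 500,000; inconclusive means wells with under 100 cells, flagged as likely toxic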;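 further: U2OS cells stably carrying GPR55 and arrestin-GFP stimulated by 5 µM LPI near EC80; imaged beta-arrestin-GFP aggregate spots per cell after agonist stimulation; plate controls were LPI-stimulated DMSO wells for no effect and DMSO wells without LPI for full effect; some results filed as inactive read as strong as hits; confirmed hits need IC50 under 10 µM and bright autofluorescent wells are also inconclusive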
KOR beta-arrestin-1: KOR antagonists, beta-arrestin recruitment, cell-based, luminescence, uHTS (AID 1778) | KOR beta-arrestin recruitment, luminescence, antagonist mode; higher % means a stronger effect | inhibition, % at 10 µM; hits with a dose series show IC50 in µM | hit rate 0.091% among 290,000; further: strong numbers were not always called active
HEK293 NOD2/NF-kB: NOD2 signaling inhibitors, cell-based, luminescence, uHTS, HEK293 (AID 1566); inhibition, % at 4 µM; hits with a dose series show EC50 in µM; HEK293 NOD2/NF-kB luciferase reporter, luminescence; higher % means a stronger effect; hit rate 0.63% among 290,000; further: many of its hits are not listed in these tables
HIV peptide binding: inhibitors of HIV fusion peptide binding, primary screen, biochemical, uHTS, fluorescence dequenching (AID 1986) | cell-free peptide binding, fluorescence dequenching, 30 min; higher % means a stronger effect | inhibition, % at 20 µM, or IC50 in µM where a hit was titrated | hit rate 0.3% among 290,000; in the data active means inhibition mostly above about 52%, no sharp cut-off; inactive means mostly below about 76%; further: some results filed as inactive read as strong as hits
KOR beta-arrestin-2: KOR agonists, beta-arrestin recruitment, primary screen, cell-based, luminescence, uHTS (AID 1777). KOR beta-arrestin recruitment, luminescence; higher % means a stronger effect. one-dose activation, % at 10 µM; EC50 in µM for titrated hits. hit rate 0.02% among 280,000; in the data active means activation above about 50%, passing the limit was not always enough; further: a part of the inactive calls stands beside numbers as strong as those of hits
GPR35 arrestin U2OS: GPR35 antagonists blocking zaprinast-driven arrestin recruitment, primary screen, imaging, U2OS, beta-arrestin-GFP, zaprinast agonist (AID 2058) | U2OS GPR35 beta-arrestin-GFP translocation imaging, zaprinast antagonism; higher % means a stronger effect | inhibition, % at 10 µM; hits with a dose series show IC50 in µM | hit rate 0.052% among 290,000;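 active means inhibition of at least 50% with at least 30 cells and total cytoplasm GFP at most 10,000,000; inconclusive means under 30 cells or total GFP of 10,000,000 plus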
Myeloid diff MLP GFP+ MAC1+ %: second read-out of Myeloid diff MLP, no call of its own (marks repeat the call); GFP+ MAC1+ double positive, %; measured here: differentiation confirmed by MAC1 staining
* marks the source's active call; other numbers are inactive results; i = inactive; ? = inconclusive; . = not tested or not shown; + = active, no number; [ ] = another dose, or the depositor's remark. Unless noted, no stated cut-off is given here; in the data, active means inhibition above about 50%; inactive means the rest.

SMILES	GPR55 beta-arrestin	NOD1 NF-kB reporter	Myeloid diff MLP	Myeloid diff MLP GFP+ MAC1+ %	GPR55 antagonists	KOR beta-arrestin-1	HEK293 NOD2/NF-kB	HIV peptide binding	KOR beta-arrestin-2	GPR35 arrestin U2OS
CCN(C(=O)COC(=O)c1nc2nc(C)cc(C)n2n1)C1CCS(=O)(=O)C1 (centres undefined)	-0.1%	-25%	i	0.7	2%	-18%	-14%	-0.2%	0.3%	8%
O=C1CCCc2c1sc1nc3n(c(=O)c21)CCCCC3	-0.1%	-55%	i	0.7	-2%	0%	-38%	2.4%	4.3%	-11%
COc1ccccc1NC(=O)CCN1C(=O)C2CC=C(Cl)CC2C1=O (centres undefined)	0.8%	8%	i	2.4	17%	-13%	18%	4.0%	11%	12%
O=C(NC1CC2CCCC(C1)N2Cc1ccccc1)c1cccc(F)c1 (centres undefined)	0.6%	-2%	i	0.4	9%	34%	14%	-1.3%	-0.9%	8%
CC1CCN(C(=S)NC2CC3CCC2C3)CC1 (centres undefined)	0.2%	-23%	i	0.4	0%	2%	-8%	1.5%	4.4%	-22%
Cc1cc(NC(=O)CCC(=O)N(CC(=O)NC2CCCC2)Cc2ccccc2Cl)no1	-0.1%	-24%	i	0.7	36%	-14%	-2%	-0.1%	0.7%	-6%
Fc1cccc(CN2CCN(c3nc4nonc4nc3NC3CC3)CC2)c1	-0.1%	-16%	i	0.0	10%	-26%[20 µM]	0%	11%	.	16%
CCOc1ccc(CC(=O)N/N=C(\C)c2cccnc2)cc1OCC	0.3%	-18%	i	1.1	4%	6%	-9%	0.3%	-0.3%	-3%
O=C1NC(=O)/C(=C\c2ccc(Sc3ccc(Cl)cc3)o2)N1	0.0%	42%	i	0.8	6%	-26%	2%	3.2%	-0.6%	-7%
O=C1CCCC(O)=C1N=Nc1ccc2c(c1)OCO2	0.4%	-53%	i	0.7	0%	5%	-66%	10%	0.5%	-4%
CCCCNS(=O)(=O)c1ccc2nc(-c3cccnc3)cc(C(=O)NC(C)CC)c2c1 (centres undefined)	0.2%	-14%	i	3.0	13%	2%	12%	-0.5%	-1.6%	-7%
COc1ccc(NC(=S)NC2CCS(=O)(=O)C2)cc1 (centres undefined)	0.1%	-35%	i	0.2	12%	.	-1%	1.6%	3.2%	0%
CC(N=C1NS(=O)(=O)c2ccccc21)C(=O)NCc1ccc2c(c1)OCO2 (centres undefined)	0.2%	-19%	i	0.4	3%	-23%	10%	1.0%	1.5%	-2%
Cc1ccc(P(C)(=O)c2ccc(C)cc2)cc1	-0.1%	-2%	.	.	-5%	-27%	-1%	0.1%	-0.5%	-16%
C=CCN(CC=C)C(=O)C1CCN(S(=O)(=O)c2ccc(-n3cnnn3)cc2)CC1	0.5%	-27%	i	0.9	10%	24%	10%	1.0%	3.1%	4%
Cc1ccc(C)c(N(C(=O)c2csnn2)C(C(=O)NC2CCCC2)c2ccncc2)c1 (centres undefined)	-0.1%	12%	i	0.6	-3%	0%	3%	0.1%	-3.9%	-11%
COC(=O)C1C(=O)OC(C)(C)C1C(C)C(=O)c1ccc(C)cc1C (centres undefined)	0.2%	-11%	i	0.9	-7%	-10%[20 µM]	13%	0.8%	-1.2%	-10%
O=C(NCC1CCCO1)c1csc(Nc2cccc3ccccc23)n1 (centres undefined)	0.6%	-22%	i	0.2	3%	-70%[20 µM]	-5%	-1.5%	.	9%
CCc1ccc(NC(=O)C2CCCN2S(=O)(=O)c2ccc3c(c2)C(C)(C)C(=O)N3C)cc1 (centres undefined)	-0.3%	15%	?	.	-6%	-20%[20 µM]	12%	-0.9%	-1.9%	-3%
CCOC(=O)NN1C(=O)c2ccccc2NC12CCCC2	0.0%	-12%	i	0.6	-1%	13%	14%	0.3%	-0.5%	-15%
Cc1cccc(C)c1OCc1cc(C(=O)NCc2cn(C)nc2C)no1	-0.1%	-21%	i	0.0	5%	4%	5%	-0.5%	-0.6%	-3%
Cc1ccc(S(=O)(=O)N2CCOCC2)cc1NC(=O)COC(=O)c1ccc(OCc2c(C)noc2C)cc1	0.2%	8%	i	0.1	9%	14%	2%	-1.3%	-1.6%	0%
COc1cccc(N=c2oc3cc(O)ccc3cc2C(=O)NCC2CCCO2)c1 (centres undefined)	-0.1%	-29%	i	0.3	9%	-34%[20 µM]	-2%	2.8%	.	5%
CCCCC(=O)Nc1ccc(C(=O)N2CCCC(C(=O)OCC)C2)cc1 (centres undefined)	0.6%	.	i	7.0	-5%	-50%	10%	-3.9%	1.4%	-7%
O=C1NC(=O)[C@@H]2C3c4ccccc4C=CN3[C@H](C(=O)c3cccs3)[C@H]12 (some centres undefined)	-0.1%	-27%	.	.	0%	1%	-20%	6.4%	3.5%	6%

Continuation:
SMILES	GPR55 beta-arrestin	NOD1 NF-kB reporter	Myeloid diff MLP	Myeloid diff MLP GFP+ MAC1+ %	GPR55 antagonists	KOR beta-arrestin-1	HEK293 NOD2/NF-kB	HIV peptide binding	KOR beta-arrestin-2	GPR35 arrestin U2OS
CCc1ccc(NC(=O)C(C)OC(=O)c2cc(=O)[nH]c3ccc(S(=O)(=O)Nc4ccc(F)cc4)cc23)cc1 (centres undefined)	-0.1%	-16%	i	0.0	-7%	-59%[20 µM]	6%	-1.3%	0.5%	-6%
CCN(CC)S(=O)(=O)c1cccc(NC(=O)CC2CCCC2)c1	-0.2%	-3%	i	0.2	12%	-3%	13%	-1.3%	-1.4%	-3%
Cc1ccc(SCC(=O)Nc2ccccc2N2CCOCC2)cc1	-0.1%	13%	i	2.4	-23%	-30%	16%	-0.1%	7.3%	6%
Cn1c(=O)[nH]c(=O)c2c1nc(N1CCCCC1)n2CC(O)COc1ccccc1 (centres undefined)	1.1%	-13%	i	0.5	12%	14%	7%	1.7%	-1.2%	-13%
CCCCOc1ccccc1NC(=O)Cn1c(-c2nonc2N)nc2ccccc21	-0.1%	-41%	i	2.0	-4%	.	-27%	-1.4%	.	2%
c1cncc(CN=C2Nc3ccccc3CS2)c1	0.5%	-25%	i	0.3	6%	18%	-13%	-1.3%	1.8%	8%
O=c1[nH]c(NCCO)nc2c1C1(CCCC1)Cc1ccccc1-2	-0.1%	13%	i	0.4	-8%	19%	7%	-1.6%	1.6%	-6%
CC(C)c1ccccc1NC(=S)NC1CCCCC1	-0.2%	-21%	i	0.4	8%	3%	-27%	-1.4%	-3.7%	-4%
Cn1c(SCC(=O)N2CCN(S(=O)(=O)c3ccc(Cl)cc3)CC2)nc2ccccc21	-0.2%	-13%	i	0.7	-7%	-30%	8%	-1.4%	-0.5%	9%
O=C(NCCCN1CCN(CCCNC(=O)c2ccc3c(c2)OCO3)CC1)c1ccc2c(c1)OCO2	0.5%	12%	i	0.6	3%	-7%	8%	-1.7%	-5.1%	5%
COc1cc(CCC(=O)Nc2ccc(S(=O)(=O)NC3=NCCCCC3)cc2)cc(OC)c1OC	0.1%	-22%	i	2.6	8%	-9%	14%	-2.3%	1.5%	-13%
COc1ccccc1C(=O)Nc1ccc(Br)cc1C	-0.2%	-58%	i	0.4	8%	-20%	-54%	1.4%	2.1%	13%
COc1ccccc1N1CCN(CC(=O)Nc2cccc(F)c2)CC1	0.4%	-8%	i	2.6	29%	-7%	0%	21%	4.8%	7%
CCNS(=O)(=O)c1ccc(NC(=O)Nc2cc(C)ccc2OC)cc1	0.4%	-7%	i	0.1	-2%	18%	27%	-1.0%	2.2%	-15%
COc1cccc(C(=O)NC(=S)Nc2nnn(C)n2)c1	-0.8%	-21%	i	0.4	4%	14%	12%	-1.4%	5.3%	8%
O=C(CN1CCN(S(=O)(=O)c2ccc(Br)cc2)CC1)N/N=C/c1ccncc1	-0.1%	10%	i	0.0	-11%	9%	5%	-0.2%	2.1%	36%
O=C(Nc1ccc2c(c1)OCCO2)c1c(F)cccc1F	-0.4%	.	i	0.8	1%	1%	-71%	-2.7%	4.1%	5%
S=C(NCc1ccncc1)Nc1cccc(Cl)c1	0.5%	20%	i	0.2	5%	6%	4%	2.5%	-3.9%	8%
O=C(CN1C(=O)COc2ccccc21)N1CCN(c2ccccc2F)CC1	0.0%	-16%	i	7.9	3%	8%	-17%	-2.4%	-1.4%	-3%
CCN(CC)S(=O)(=O)c1cc(NC(=O)CN2C(=O)NC3(CCCc4ccccc43)C2=O)ccc1C (centres undefined)	-0.3%	-36%	i	0.8	0%	-12%	-16%	0.8%	8.8%	-1%
CC(O)CNc1nc2c(c(=O)n(C)c(=O)n2C)n1Cc1cccc(C(F)(F)F)c1 (centres undefined)	-0.5%	-5%	i	1.1	-39%	-26%	11%	-0.7%	0.8%	-13%
CC(C)C(=O)N1CCN(c2nc(-c3ccc(Cl)cc3)cs2)CC1	-0.1%	.	i	0.1	4%	-23%[20 µM]	.	-1.4%	.	-1%
O=C1/C(=C/c2ccc(O)c(O)c2)SC(=S)N1Nc1ccccc1	-1.2%	-32%	+	1.1*	4%	36%	-27%	48%	-9.0%	-12%
Cc1c(C(=O)N2CCOCC2)oc2c1C(=O)CC(C)(C)C2	-0.1%	-17%	i	10	0%	19%	8%	1.4%	-2.0%	3%
COc1ccc(NS(=O)(=O)c2cc(NC(=O)c3ccc(=O)[nH]c3)ccc2N2CCCC2)cc1	-0.1%	-20%	i	1.0	98%	-41%	-14%	0.2%	-1.2%	-21%

(further entries)
SMILES	GPR55 beta-arrestin	NOD1 NF-kB reporter	Myeloid diff MLP	Myeloid diff MLP GFP+ MAC1+ %	GPR55 antagonists	KOR beta-arrestin-1	HEK293 NOD2/NF-kB	HIV peptide binding	KOR beta-arrestin-2	GPR35 arrestin U2OS
Cc1ccc(S(=O)(=O)Oc2ccc(/C=C(/NC(=O)c3ccccc3)C(=O)NCC(=O)O)cc2)cc1	-0.1%	-24%	i	0.2	1%	9%	9%	8.3%	-1.5%	6%
CCc1ccc(OCC(=O)OC2CCS(=O)(=O)C2)cc1 (centres undefined)	0.0%	13%	i	1.4	-5%	-5%	2%	0.1%	8.1%	10%
O=C(Nc1cccc(Cn2cccn2)c1)c1cc2c(s1)CCCC2	-0.1%	34%*	i	0.4	10%	-42%	-41%	-2.1%	-1.5%	4%
S=c1[nH]nc(COc2ccccc2)n1/N=C/c1ccc(Br)cc1	-0.1%	-10%	i	1.5	10%	-29%	22%	3.5%	-3.3%	-10%
Cc1ccc(/C=C/C(=O)O)cc1S(=O)(=O)N1CCCCC1	-0.1%	-9%	i	0.6	11%	7%	15%	1.9%	-1.5%	5%
CCCCCCCCNC(=O)/C(C#N)=C/c1ccccc1[N+](=O)[O-]	0.2%	10%	i	0.7	8%	-55%	-3%	0.1%	3.3%	-9%
O=C(N/N=C/c1ccc[nH]1)c1ccc(O)cc1	-0.1%	-29%	i	0.2	2%	-10%	-8%	6.1%	-3.7%	4%

Some of the compounds tested; the hit share may differ from the screen's.
